Screening results (PubChem BioAssay)
aSyn 5UTR inh = 5' untranslated region of α-synuclein, MLPCN primary screen; alpha-synuclein 5'UTR reporter, inhibitor activity; inhibition, % (tested at 7.5 µM); 300,000 compounds, 0.82% hits; AID 1813; in the data active = inhibition above about 60%;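 note: H4 neuroglioblastoma cells stably carrying SNCA 5'UTR luciferase fusion; 0% = DMSO wells and 100% = positive control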
HSP90 refold inh = blocks HSP90-mediated luciferase refolding in reticulocyte lysate | Rabbit reticulocyte lysate, luciferase refolding luminescence, 3 h | inhibition, % at 5.6 µM | 290,000 compounds, 0.91% hits;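 active = inhibition above the screen-wide mean plus 3 SD, computed separately per campaign, cut at about 16% in these data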;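 note: 0% = DMSO wells and 100% = 60 µM geldanamycin wells; inhibitors lower the luminescence because luciferase stays unfolded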
HSF-1 act = increases HSF-1 driven luciferase reporter signal; 300,000 compounds, 1.7% hits; activation, % at 9 µM; NIH3T3-HGL HSF-1 luciferase reporter, MG132, 8 h; 100% = twice DMSO control signal;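 active = mean replicate activation of at least 50% with a set share of replicates each reaching 50%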;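 note: 0% = median of the neutral control wells and 100% = twice that signal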
HIF activator = HIF pathway transcriptional activation; U2OS HRE-luciferase reporter, luminescence; normalized: DMSO 0%, desferrioxamine 100%; 300,000 compounds, 0.32% hits; activation, % at 7.5 µM (by protocol); AID 1910;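 active = mean activation of at least 10% of the iron chelator positive control signal, with at least half of replicates also reaching 10%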
HSF1 inhib = HSF1 inhibition; NIH3T3-HGL HSE-luciferase, MG132-induced, luminescence 8 h; hits give low values; activity change, negative = inhibition, % at 7.5 µM (by protocol); 300,000 compounds, 0.77% hits;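 active = more than half of replicate wells show activity change below -50%, luminescence cut by over half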;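 note: luciferase reports HSF-1 transcriptional activity via heat shock element; 0% = median of DMSO wells and -100% = zero luminescence signal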
GSK3B inh = blocks human GSK3beta kinase activity; P49841; GST-GSK3beta kinase, ADP-Glo luminescence, 60 min; hits give low values; activity score (negative = inhibition), % at 10 µM; 300,000 compounds, 0.038% hits;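 active = more than half of replicate wells score below -50%, meaning over 50% inhibition versus plate controls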;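 note: 0% = median DMSO wells and -100% = median GW8510 positive control wells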
Target sequence (P49841 whole entry, looked up): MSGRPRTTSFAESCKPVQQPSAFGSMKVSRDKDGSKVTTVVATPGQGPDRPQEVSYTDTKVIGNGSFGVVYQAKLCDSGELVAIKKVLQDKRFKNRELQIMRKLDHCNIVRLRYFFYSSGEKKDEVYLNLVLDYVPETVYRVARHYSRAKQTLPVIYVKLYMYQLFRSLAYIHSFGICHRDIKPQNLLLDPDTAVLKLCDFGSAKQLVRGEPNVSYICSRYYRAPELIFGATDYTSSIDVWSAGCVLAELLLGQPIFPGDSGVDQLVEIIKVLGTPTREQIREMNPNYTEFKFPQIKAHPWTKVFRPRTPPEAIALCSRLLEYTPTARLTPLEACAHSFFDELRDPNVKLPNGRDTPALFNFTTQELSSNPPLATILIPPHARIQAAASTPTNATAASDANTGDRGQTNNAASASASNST
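Test system – GST-tagged human GSK3beta kinase, cell-free · Incubation – 60 min enzyme reaction, room temperature · Signal – ADP-Glo luminescence · Also added – peptide substrate and ATP at 25 µM · Controls – DMSO neutral wells and GW8510 at 20 µM as positive · Buffer or medium – Tris/MgCl2 kinase buffer · Measure – Luminescence-derived activity versus plate DMSO and GW8510 wells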
AI-2 QS mod = modulators of Vibrio harveyi AI-2 quorum sensing system | Vibrio harveyi JMH597 AI-2 luminescence/OD600 ratio, 9 h; hits give low values; strain lacks LuxN and CqsS sensors; 0 = neutral-control median | activity change, % at 7.5 µM | 300,000 compounds, 0.4% hits; in the data active = activity change below about -75%, passing the limit was not always enough;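 note: luminescence divided by OD600 gain over 9 h not by final OD600 alone; inactives centre near 13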
GSK3 alpha inh = inhibitors of human GSK-3 alpha kinase; P49840; ADP-Glo luminescence, 60 min; inhibition, % at 10 µM; 320,000 compounds, 0.1% hits; AID 2650;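 in the data active = inhibition above about 50%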;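 note: GST-tagged GSK-3 alpha with peptide substrate and 25 µM ATP; 0% = DMSO neutral wells and 100% = GW8510 positive control wells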
Target sequence (P49840 whole entry, looked up): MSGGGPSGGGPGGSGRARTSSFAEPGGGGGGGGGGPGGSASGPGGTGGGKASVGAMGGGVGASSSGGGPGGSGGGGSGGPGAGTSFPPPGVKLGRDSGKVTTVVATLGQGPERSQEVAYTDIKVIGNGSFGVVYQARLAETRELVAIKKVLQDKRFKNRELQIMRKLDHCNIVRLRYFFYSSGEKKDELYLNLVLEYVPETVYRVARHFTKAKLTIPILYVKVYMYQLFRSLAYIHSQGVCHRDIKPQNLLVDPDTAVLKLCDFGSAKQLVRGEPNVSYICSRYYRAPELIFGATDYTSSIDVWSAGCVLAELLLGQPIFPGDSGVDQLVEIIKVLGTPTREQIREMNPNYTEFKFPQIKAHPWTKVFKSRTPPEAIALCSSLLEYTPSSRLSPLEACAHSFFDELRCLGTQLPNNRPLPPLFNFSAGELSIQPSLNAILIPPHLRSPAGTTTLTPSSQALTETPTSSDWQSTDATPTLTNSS
IEC-6 cytotox = kills IEC-6 intestinal cells in KLF5 counter-screen; inhibition, % at 5 µM; AID 1825; IEC-6 cytotoxicity, luminescence viability; 290,000 compounds, 0.78% hits; in the data active = inhibition above about 22%;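 note: 0% = plate median of test compound wells and 100% = cytotoxic reference compound wells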
KLF5 inhibitor = inhibitors of KLF5 expression. inhibition, % at 5 µM. DLD-1 KLF5 promoter-luciferase reporter, luminescence. AID 1700. 290,000 compounds, 0.23% hits;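 active = inhibition above a per-plate limit of that plate's mean compound inhibition plus 3 SD, cut at about 60% in these data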;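 note: 0% = DMSO wells and 100% = LY294002 at 200 µM; higher means less KLF5 promoter-driven luciferase light; inactives centre near -14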
Numbers without * were called inactive; · = not tested or not shown.

SMILES | aSyn 5UTR inh | HSP90 refold inh | HSF-1 act | HIF activator | HSF1 inhib | GSK3B inh | AI-2 QS mod | GSK3 alpha inh | IEC-6 cytotox | KLF5 inhibitor
Cc1cc(N(CC(=O)NC(C)C)S(C)(=O)=O)ccc1Br | 10.2 | -2.3 | -6.7 | -1.0 | 0.0 | 0.4 | 15.4 | -1.6 | -8.7 | -2.6
CCOC(=O)N1CCC(NC(=O)CC(NS(=O)(=O)c2ccc(C)cc2)c2ccco2)CC1 (stereo unspecified) | 18.3 | -3.1 | 4.0 | -0.7 | 1.1 | 0.1 | 22.9 | · | 0.0 | -15.9
Cc1cc(N2CCN(C)CC2)nc2ccc(NC(=O)CCC(=O)N3CCN(c4ccc([N+](=O)[O-])cc4)CC3)cc12 | -1.8 | 2.3 | 6.4 | 0.5 | -7.9 | 0.5 | 16.5 | -0.4 | -6.8 | -48.3
COc1ccc(-c2cn3c(C)c(C(=O)Nc4ccncc4)sc3n2)cc1 | -33.9 | 11.6 | -18.3 | -0.1 | -13.5 | -25.3 | 17.8 | 3.3 | 1.7 | -61.2
CC(C)N1CCN(Cc2ccc3c(c2)Cc2ccccc2-3)CC1CCO (stereo unspecified) | 2.5 | 4.5 | 24.5 | 0.2 | -2.5 | 0.4 | 13.4 | -1.9 | 0.5 | -8.2
Cc1ccc(NC(=O)CSc2nnc(COc3ccc(C#N)cc3)n2-c2ccccc2)cc1C | -2.2 | 0.9 | -12.7 | -0.3 | -0.9 | -0.5 | 4.5 | -1.5 | 1.9 | -9.5
O=C(c1ccccc1)N1CCN(CC(O)COC2CCCCC2)CC1 (stereo unspecified) | 14.5 | 2.0 | 32.7 | 0.2 | 2.5 | 0.8 | 26.0 | -2.7 | 2.2 | 9.2
COc1ccc(S(=O)(=O)NNC(=S)NCCc2ccccc2)c(OC)c1 | 5.5 | 2.5 | -0.8 | -0.5 | -3.1 | -1.2 | 8.6 | -2.5 | 2.5 | 0.5
CCOc1ccc2nc(N3CCC(C(=O)NC4CCCCC4)CC3)sc2c1 | -43.9 | -1.6 | 9.6 | 0.7 | 3.2 | -1.0 | 19.2 | 0.7 | 2.1 | -78.5
O=C(OCc1nnc(-c2ccccc2)o1)c1cccc(S(=O)(=O)N2CCOCC2)c1 | -28.8 | · | 20.6 | 0.3 | 11.6 | -0.8 | 24.3 | -1.4 | · | ·
CCc1ccc(N2CC(O)=C(c3nc4ccccc4c(=O)[nH]3)C2=N)cc1 | -6.6 | 1.9 | -7.9 | -0.3 | 1.5 | 2.4 | 3.2 | 0.0 | 7.4 | -5.3
Cc1cc(C)c2c(CC(=O)NC3CCS(=O)(=O)C3)coc2c1 (stereo unspecified) | 2.6 | -1.3 | -19.6 | 0.5 | -5.5 | 1.6 | 34.8 | 2.3 | 5.5 | -36.8
O=C(c1ccc(Cl)c(S(=O)(=O)N2CCOCC2)c1)N1CCCCCC1 | -0.7 | -8.0 | -9.4 | -0.9 | -4.7 | 0.0 | 11.0 | -2.5 | -5.9 | 15.7
CC1(C)Cc2ccccc2C(=NC(Cc2ccccc2)C(=O)O)N1 (stereo unspecified) | 14.5 | 3.5 | -18.7 | -0.9 | -0.8 | -0.1 | 17.2 | 0.4 | 3.2 | -2.2
CC(C)(CO)NC(=O)c1ccc2c(c1)C(=O)c1ccccc1-2 | -96.5 | 0.6 | 21.9 | 2.1 | 9.8 | 0.2 | -5.3 | -0.4 | 4.0 | -111.7
COc1ccc(C(=O)N2CCN(Cc3ccccc3C)CC2)cc1OC | 10.5 | -2.6 | 4.3 | 0.1 | -3.5 | 1.2 | 1.3 | -2.7 | 10.0 | -0.2
CC(=O)[C@@H]1[C@@H]2C(=O)N(C3CCCCC3)C(=O)[C@@H]2C2c3ccccc3C=CN21 (stereo partly specified) | -5.4 | -1.2 | 3.9 | 0.0 | 4.2 | -6.3 | 22.6 | -0.9 | -7.1 | 2.6
Cc1ccc(NC(=O)C(=O)NCCOc2ccc(Cl)cc2)c(C)c1 | 19.3 | -3.9 | 10.0 | 0.6 | -1.5 | -0.3 | 17.9 | -5.1 | -7.3 | 2.2
O=c1c2c([nH]c3ccccc13)CCCCCC2 | 11.0 | 1.0 | -0.9 | -0.2 | -12.3 | -0.1 | 5.2 | -34.0 | -0.5 | -19.7
C/C(CC(=O)c1ccccc1)=N\NC(=O)CC#N | 22.4 | -5.2 | -12.5 | -0.3 | -6.8 | -1.6 | 23.4 | -3.0 | -2.4 | -7.4
CCOC(=O)C1=C(C)NC(=S)NC1/C=C/c1ccccc1 (stereo unspecified) | 9.7 | 1.9 | 27.4 | 0.0 | 11.4 | 1.5 | -15.1 | -4.1 | 21.3 | -16.9
O=C(O)COc1ccc(S(=O)(=O)NCCc2ccccc2)cc1 | -9.6 | 1.0 | 2.4 | -0.1 | -3.4 | 0.4 | 33.0 | -2.2 | 0.9 | -14.5
COC(=O)CC(=O)N1CCN(c2ccc(Cl)c(Cl)c2)CC1 | 0.3 | 2.9 | -11.8 | -0.3 | 0.6 | 2.0 | 6.9 | -0.3 | -0.2 | -6.5
O=C(CSc1nnnn1-c1cccc2ccccc12)Nc1ccc(C(=O)O)cc1 | 1.9 | -0.5 | 9.5 | 0.4 | -8.7 | -2.5 | 16.9 | -1.9 | -6.3 | -28.9
Cc1ccc2nc(-c3sc4nc(C)ccc4c3N)[nH]c2c1 | 38.0 | 11.7 | -54.0 | -6.5 | -41.7 | 1.1 | -4.4 | 2.3 | -2.6 | -71.5

Complete entries as entered above. Order of values: aSyn 5UTR inh	HSP90 refold inh	HSF-1 act	HIF activator	HSF1 inhib	GSK3B inh	AI-2 QS mod	GSK3 alpha inh	IEC-6 cytotox	KLF5 inhibitor
Shown for COc1ccc(-c2cn3c(C)c(C(=O)Nc4ccncc4)sc3n2)cc1 → -33.9	11.6	-18.3	-0.1	-13.5	-25.3	17.8	3.3	1.7	-61.2
Shown for CC(C)N1CCN(Cc2ccc3c(c2)Cc2ccccc2-3)CC1CCO (stereo unspecified) → 2.5	4.5	24.5	0.2	-2.5	0.4	13.4	-1.9	0.5	-8.2

Next section:
SMILES | aSyn 5UTR inh | HSP90 refold inh | HSF-1 act | HIF activator | HSF1 inhib | GSK3B inh | AI-2 QS mod | GSK3 alpha inh | IEC-6 cytotox | KLF5 inhibitor
CCN(CC(=O)Nc1ccc(NC(C)=O)cc1)C(=O)/C=C/c1ccccc1 | 14.9 | · | -14.7 | 0.4 | -8.1 | 5.1 | 21.2 | 1.2 | · | ·
CC(C)C[C@@H](C(=O)NCC1CCCO1)N1C(=O)N2CCc3c([nH]c4ccccc34)[C@@]2(C)C1=O (stereo partly specified) | -10.9 | 5.6 | -4.0 | -0.2 | -2.7 | -3.1 | 0.3 | 5.1 | 1.3 | -19.5
COC(=O)c1ccc(C2C(C(C)=O)=C(O)C(=O)N2CCO)cc1 (stereo unspecified) | 17.9 | -2.0 | · | 0.6 | · | 1.5 | 7.5 | 0.7 | 3.0 | -18.9
COc1ccccc1N1CCN(C(=O)CSc2nc(C)cc(=O)[nH]2)CC1 | 9.2 | -1.3 | -34.0 | -0.3 | -11.0 | -0.1 | 1.5 | -0.5 | 0.1 | -41.2
COc1cc(C)c(CNc2ccc(OC)c(OC)c2)cc1C | -13.4 | 5.8 | 6.1 | 0.9 | 5.3 | 1.2 | 14.2 | 0.9 | -10.2 | -31.9
Cc1cc(-c2nnc(SCc3cccnc3)o2)no1 | -42.1 | 1.0 | -1.1 | -1.0 | 5.3 | 0.7 | 4.6 | -2.8 | -4.8 | -14.8
CC(=O)c1ccc(NC(=S)N2CCN(c3cccc(Cl)c3)CC2)cc1 | 25.2 | 0.0 | 2.5 | 0.0 | -2.5 | 1.9 | 6.5 | -2.8 | 1.2 | 17.2
CC(=O)Nc1cccc(NC(=O)CSc2ccc(-c3ccco3)nn2)c1 | -13.8 | -0.8 | -15.9 | 0.5 | -5.0 | -4.7 | 5.8 | 0.8 | -1.1 | -23.8
COCCN1CC(=O)N2C(c3cccc(C)c3)c3[nH]c4ccccc4c3C[C@H]2C1=O (stereo partly specified) | 24.8 | 7.8 | 7.9 | -0.5 | 0.2 | 2.6 | 20.6 | -1.6 | -2.3 | -5.3
COc1ccc(C(=O)N/N=C\c2coc3ccccc3c2=O)cc1 | -4.3 | -0.7 | 11.2 | 0.4 | -0.6 | -8.8 | 38.6 | 0.6 | -7.1 | -32.4
CCCCN(CCCC)c1ncnc2nc[nH]c12 | 31.2 | 3.4 | -31.5 | 0.5 | -24.0 | -10.9 | 14.9 | 17.2 | 0.1 | 9.8
O=C(NCC1CCCO1)C1CCN(S(=O)(=O)c2cccc3nonc23)CC1 (stereo unspecified) | -13.1 | -0.4 | -0.9 | -0.4 | -2.8 | 1.3 | 15.1 | -0.3 | 0.0 | 19.1
Cc1noc(C)c1S(=O)(=O)Nc1ccc(C(=O)N2CCN(c3ccc(Cl)cc3)CC2)cc1 | 8.9 | -0.9 | 14.2 | 0.2 | 3.3 | 2.3 | 3.1 | -0.5 | 0.4 | 3.8
CC(C)CCn1c(=O)c2ccccc2n2c(CN3C(=O)NC4(CCC(C)CC4)C3=O)nnc12 (stereo unspecified) | 10.4 | 0.7 | -4.0 | -0.5 | -5.2 | -4.9 | 23.9 | -0.1 | 0.6 | 8.7
Cc1ccc(C(=O)N=c2sccn2C)cc1S(=O)(=O)N1CCOCC1 | -160.1 | · | 7.2 | 0.4 | 15.7 | -0.6 | 4.8 | -0.6 | · | ·
COc1ccc(NC(C)=O)cc1NC(C)c1nc2sc(C)c(C)c2c(=O)[nH]1 (stereo unspecified) | 0.9 | -3.8 | -1.4 | -1.5 | -5.4 | -7.5 | 12.6 | -1.1 | -5.8 | -43.4
CCOC(=O)/C(C#N)=C/c1cc(C)n(-c2ccccc2)c1C | -57.6 | 54.3* | -73.6 | -0.1 | -70.1* | -5.3 | 12.1 | -1.7 | -1.3 | -45.2
Cc1nc([N+](=O)[O-])cn1CC(=O)c1ccc(OC(F)(F)F)cc1 | -6.6 | -2.2 | 6.2 | -47.4 | -5.5 | -11.4 | 45.3 | 10.1 | 0.1 | -31.4
CCOc1cc(C(=O)N2CCOCC2)ccc1OCc1ccccc1 | -5.6 | -0.7 | -5.2 | 0.2 | 2.3 | 2.4 | 4.8 | -1.3 | 0.1 | -24.9
COc1ccccc1NC(C)=[N+](C)CCNS(=O)(=O)c1ccc(Cl)cc1 | -23.7 | 1.1 | -6.3 | 0.7 | -7.5 | 1.2 | 11.3 | -1.3 | 4.8 | -2.8
Cc1cc(NC(=O)/C(C#N)=C/c2ccc(-c3cccc(C(F)(F)F)c3)o2)n(-c2ccccc2)n1 | -4.6 | -1.4 | 26.4 | -0.3 | -0.2 | 0.8 | 3.6 | 2.0 | -2.3 | -7.9
CC1CCN(S(=O)(=O)c2ccc(NC(=O)Cn3nnc(-c4ccccc4)n3)cc2)CC1 | 30.3 | 1.0 | -9.2 | -2.4 | -2.3 | -4.8 | 20.0 | 2.9 | 2.1 | -9.6
CCC1(CC)NC(=O)N(CC(=O)OCn2nnc3ccccc3c2=O)C1=O | 12.5 | 3.0 | -2.5 | -0.7 | -4.2 | -1.4 | 16.3 | -3.9 | 6.4 | -11.2

Compounds were not picked by outcome. Share with any hit: about 4.7%.
